High-throughput results as filed in PubChem BioAssay.
NPSR antag – neuropeptide S receptor (human) antagonism, cAMP; actives 1% (n = 220,000); AID 1461; Potency, µM (series often up to 38.3 µM), inactives show at the top dose activity change, negative = inhibition, hits mostly inhibitors; CHO-NPSR cells, cAMP TR-FRET, antagonist mode; also: potency is read from the fitted curve at half-maximal effect; % is scaled to controls: 0 for no effect and ±100 for the full control effect; nearly all actives have a fitted effect of over 50% in size; many of its hits are not listed in these tables
Target sequence (Q6W5P4 whole entry, looked up): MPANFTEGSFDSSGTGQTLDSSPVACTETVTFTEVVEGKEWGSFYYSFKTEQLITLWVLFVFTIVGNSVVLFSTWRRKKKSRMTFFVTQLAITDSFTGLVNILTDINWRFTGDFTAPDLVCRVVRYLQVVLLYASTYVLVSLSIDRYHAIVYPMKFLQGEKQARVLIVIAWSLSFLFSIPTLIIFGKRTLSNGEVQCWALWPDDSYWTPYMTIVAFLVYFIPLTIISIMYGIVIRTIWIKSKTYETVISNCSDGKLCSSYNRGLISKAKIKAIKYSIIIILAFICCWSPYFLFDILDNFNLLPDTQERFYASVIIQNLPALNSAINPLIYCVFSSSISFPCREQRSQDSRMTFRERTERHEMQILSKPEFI
LMNA splice mod – modulators of lamin A splicing; HeLa LMNA splicing GFP/RFP minigene ratio, 48 h; Potency, µM (doses to about 46.1 µM), for the others: at the top dose ratio change, negative = inhibition, actives largely listed as inhibitors; actives 0.01% (n = 200,000); active = well fitted inhibition curve with a large enough effect in the signal ratio, with a control signal flat, not every such curve was filed as active; inconclusive = small, poorly fitted or top-dose-only effect, or effect the other way, or a change in a side signal; the % refers to the signal ratio; also: potency is read from the fitted curve at half-maximal effect; % is scaled to controls: 0 for no effect and ±100 for the full control effect
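S3 HeLa stable clones carrying a lamin A-EGFP splicing minigene plus DsRed2 were seeded at 600 cells/well in Opti-MEM with 2% FBS, pin-dosed and incubated 48 h at 37°C. Acumen cytometry (488 nm) gave the GFP/RFP total-intensity ratio.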
IMPase Li cell – cell-permeable IMPase inhibitors with lithium potentiation; CHO-M1 cells, IP1 TR-FRET (IP-One), carbachol + lithium; Potency, µM (top dose mostly 59.4 µM), without a hit: top-dose activity, negative = IMPase inhibition, usual class: inhibitors; actives 0.35% (n = 210,000); AID 1457;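 also: IP1 builds up when IMPase is blocked and the TR-FRET signal falls; potency is read from the fitted curve at half-maximal effect; plate controls were basal vehicle for no effect and high inhibitor control for full effect; nearly all actives have a fitted effect of over 50% in size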
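CHO cells stably expressing M1 receptor (2000/well, cultured 16–30 h) treated 30 min at 37C with compound plus low lithium. Cytosolic IP1 by TR-FRET (665/620 ratio and 620 channel) after 10 min lysis; AC50 by Hill fit.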
Epigenetic reg – derepresses silenced GFP reporter in murine cells. murine LDR cells, GFP reporter derepression, 30 h. AID 1865. actives 0.2% (n = 280,000). Potency, µM (top dose mostly 53.9 µM), without a hit: at the highest dose GFP activation, hits mostly activators; also: potency is read from the fitted curve at half-maximal effect; % of control where 0% means no effect; nearly all actives have a fitted effect of over 60% in size
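Derepression of a silenced CMV-GFP reporter in murine LDR cells is scored by enumerating GFP-positive cells with a laser-scanning microplate cytometer after 30 hours of treatment at 37 C.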
CBFb RUNX1 block – inhibitors of human CBF-beta and RUNX1 interaction; Q01196+Q13951; AlphaScreen CBFb-His/RUNX1-biotin binding, biochemical; 230,000 tested, under 10 active; Potency, µM (highest dose often 59.8 µM), inactives show at the top dose activity, negative = inhibition, most hits filed as inhibitors; also: % of control where 0% means no effect
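AlphaScreen binding: CBFb-His and RUNX1-biotin (30 nM each) preincubated 20 min, compound added for 15 min, then nickel and streptavidin beads for 90 min, all at room temperature. Disruption of the interaction by any mechanism counts as activity.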
KinaseGlo FLuc – counter-screen: inhibitors of Kinase-Glo firefly luciferase | Kinase-Glo luciferase, ATP luminescence, 8 min | Potency, µM (highest dose often 38.3 µM), for the others: at the top dose activity change, negative = inhibition, usual class: inhibitors | actives 0.28% (n = 200,000) | AID 1379; also: potency is read from the fitted curve at half-maximal effect; % is scaled to controls: 0 for no effect and ±100 for the full control effect; nearly all actives have a fitted effect of over 60% in size
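Compounds were added to a substrate mix at pH 7.2 (50 mM imidazole, 10 uM ATP, within the enzyme's linear range), followed by Kinase-Glo detection reagent; luminescence was measured after 8 minutes at ambient temperature.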
GLA spleen mod – alpha-galactosidase A (human) modulation | P06280 | human spleen homogenate, 4MU-alpha-Gal fluorescence, 40 min | actives 0.008% (n = 240,000) | Potency, µM (doses to about 80 µM), inactives show at the highest dose activity change, negative = inhibition, usual class: inhibitors;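 also: potency is read from the fitted curve at half-maximal effect; 0% = enzyme with vehicle and -100% = no enzyme basal signal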
Target sequence (P06280 32-429 limits assumed): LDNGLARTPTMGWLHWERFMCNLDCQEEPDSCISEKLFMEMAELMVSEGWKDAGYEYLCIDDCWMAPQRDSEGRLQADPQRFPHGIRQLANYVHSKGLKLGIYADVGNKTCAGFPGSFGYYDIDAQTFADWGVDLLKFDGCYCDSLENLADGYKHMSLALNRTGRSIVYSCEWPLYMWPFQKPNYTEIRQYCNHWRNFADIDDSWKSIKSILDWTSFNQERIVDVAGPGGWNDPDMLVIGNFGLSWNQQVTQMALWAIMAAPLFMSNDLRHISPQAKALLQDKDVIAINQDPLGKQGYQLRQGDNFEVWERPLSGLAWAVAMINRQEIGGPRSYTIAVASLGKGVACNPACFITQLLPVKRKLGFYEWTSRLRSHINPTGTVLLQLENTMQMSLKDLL
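Human spleen homogenate (1 ug) as enzyme source, 4-methylumbelliferyl-alpha-D-galactopyranoside 1 mM final, citrate/phosphate pH 5.0 with 0.01% Tween-20. Compounds 40 min at 37C, NaOH/glycine stop; fluorescence Ex 365/Em 440, Hill-fit AC50.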
Numbers without * were called inactive; ? = inconclusive; · = no result given; [ ] = dose if it differs, or a comment. Unless noted, calls follow the shape of the dose curve; as a rule, active = well fitted curve in the direction sought with a large enough effect; inconclusive = small, poorly fitted or top-dose-only effect, or another doubt; inactive = no such curve, though single readings can be large; an effect the other way counts as inactive or inconclusive. The list is partial (hit frequency here may not be typical).

Value order – NPSR antag | LMNA splice mod | IMPase Li cell | Epigenetic reg | CBFb RUNX1 block | KinaseGlo FLuc | GLA spleen mod
(1) CS(=O)(=O)N(CC(=O)NCc1ccco1)c1cccc([N+](=O)[O-])c1
→ 11% | ? | 4% | 4.8% | -6% | 2% | -1%
(2) Cc1c(Cc2c(Cl)cccc2Cl)c(=O)ccn1C(C)c1ccccc1 (centres undefined)
→ -26%[46.1 µM] | 0%[0.0737 µM] | 5%[38.3 µM] | -2.1% | 1% | -3% | 3%
(3) CCOC(=O)C1(CCOc2ccccc2)CCN(Cc2cnc(C)s2)CC1
→ 17% | · | 17% | 1.2% | 12% | · | -9%
(4) COc1ccc(CCNC(=O)CSc2nnc(Cn3c(=O)sc4ccccc43)n2C)cc1OC
→ -11%[46.1 µM] | -3% | · | 0.0% | 10% | · | 10%
(5) CCN(CC)CCC(=O)Nc1cccc2c1C(=O)c1ccccc1C2=O
→ 16% | · | · | ? | 6% | · | -3%
(6) CC1CC(=O)Nc2ccccc2N1S(=O)(=O)c1ccc(Cl)cc1 (centres undefined)
→ -3% | · | · | -1.0% | 3% | · | 13%
(7) COC(=O)C1(C)CCc2cc(OC)ccc2C1=O (centres undefined)
→ 13% | -3% | -5% | -1.3% | 9% | -2% | -5%
(8) O=C(C1CCN(C2CC(=O)N(c3cccc(Cl)c3)C2=O)CC1)N1CCCC1 (centres undefined)
→ -7%[46.1 µM] | -1% | 11%[38.3 µM] | 0.1% | 13% | 1% | 6%
(9) O=S(=O)(c1ccc(N2CCN(S(=O)(=O)c3ccccc3)CC2)nc1)N1CCCC1
→ 5% | -6%[46 µM] | -4% | -1.4% | -5% | 2% | -3%
(10) CCC1CCCCN1C(=O)COC(=O)c1cc(Br)ccc1Cl (centres undefined)
→ -20% | · | 4% | 3.4% | 0% | 2% | -5%

A second format for 7 compounds above.
no.	Compound	NPSR antag	LMNA splice mod	IMPase Li cell	Epigenetic reg	CBFb RUNX1 block	KinaseGlo FLuc	GLA spleen mod
1	CS(=O)(=O)N(CC(=O)NCc1ccco1)c1cccc([N+](=O)[O-])c1	11%	?	4%	4.8%	-6%	2%	-1%
2	Cc1c(Cc2c(Cl)cccc2Cl)c(=O)ccn1C(C)c1ccccc1 (centres undefined)	-26%[46.1 µM]	0%[0.0737 µM]	5%[38.3 µM]	-2.1%	1%	-3%	3%
3	CCOC(=O)C1(CCOc2ccccc2)CCN(Cc2cnc(C)s2)CC1	17%	·	17%	1.2%	12%	·	-9%
4	COc1ccc(CCNC(=O)CSc2nnc(Cn3c(=O)sc4ccccc43)n2C)cc1OC	-11%[46.1 µM]	-3%	·	0.0%	10%	·	10%
5	CCN(CC)CCC(=O)Nc1cccc2c1C(=O)c1ccccc1C2=O	16%	·	·	?	6%	·	-3%
6	CC1CC(=O)Nc2ccccc2N1S(=O)(=O)c1ccc(Cl)cc1 (centres undefined)	-3%	·	·	-1.0%	3%	·	13%
7	COC(=O)C1(C)CCc2cc(OC)ccc2C1=O (centres undefined)	13%	-3%	-5%	-1.3%	9%	-2%	-5%

The list continues:
Value order – NPSR antag | LMNA splice mod | IMPase Li cell | Epigenetic reg | CBFb RUNX1 block | KinaseGlo FLuc | GLA spleen mod
(11) Cc1ccc(CNC(=O)CN2C(C)CCCC2C)cc1 (centres undefined)
→ 16% | · | 0% | 7.4% | 1% | 0% | 0%
(12) Cc1ccc(/C=N/NC(=O)c2c[nH]c3ccccc23)o1
→ -13%[46.1 µM] | -2% | 20%[38.3 µM] | 2.1% | 3% | -4% | 5%
(13) O=C(CNC(=O)c1ccccc1)N/N=C/c1cc(Br)ccc1O
→ -23% | ? | -7% | -1.9% | -11% | 0% | -1%
(14) CS(=O)(=O)c1ccc([C@H](O)[C@H](CO)NC(=O)C(Cl)Cl)cc1
→ · | ? | -10% | -0.3%[16.9 µM] | 15%[21.7 µM] | 4%[17.1 µM] | 13%[29.1 µM]
(15) N/C(=N\OC(=O)Cc1ccccc1)c1ccc([N+](=O)[O-])cc1
→ 4% | 23% | 2% | -0.9% | -14% | -1% | 5%
(16) Cc1cccc(CCNC(=O)C2CCN(S(=O)(=O)c3c(C)noc3C)CC2)c1
→ -6%[46.1 µM] | 1% | 34%[activator][38.3 µM] | -0.3% | 5% | 1% | -4%
(17) Cc1nc2c(-c3ccc(F)cc3)c(C)nn2c(C)c1CCC(=O)NCCN1CCOCC1
→ -12%[46.1 µM] | 3% | -5%[38.3 µM] | -1.1% | -3% | 14% | 0%
(18) COc1ccccc1/C=C/C(=O)OCC(=O)Nc1ccccc1Sc1ccccc1
→ -11% | ? | 10% | -1.9% | -1% | -1% | -3%
(19) CC1CCC2C(=O)N3C(CCC(C)C3c3ccccc3Br)C(=O)N2C1c1ccc(C#CCN(C)C)cc1 (centres undefined)
→ · | · | · | 0.0%[10.1 µM] | 10%[13.1 µM] | · | 0%[17.5 µM]
(20) O=C1c2ccccc2C(=O)N1c1ncn[nH]1
→ -18% | · | · | 0.0% | 6% | · | 1%

Next part.
Value order – NPSR antag | LMNA splice mod | IMPase Li cell | Epigenetic reg | CBFb RUNX1 block | KinaseGlo FLuc | GLA spleen mod
(21) CCOC(=O)c1c(C)[nH]c(C(=O)COC(=O)COc2ccc(OC)cc2)c1C
→ 22% | -15% | 0% | 0.0% | 5% | 0% | 3%
(22) O=C(COc1ccccc1-c1ccccc1)NNC(=O)NC1CCCCC1
→ -17% | -13%[46 µM] | 6% | -0.3% | 5% | 2% | 3%
(23) CCOc1ccc(CN=C(N)N=C(N)N)cc1Cl
→ 6%[46.1 µM] | ? | 2%[38.3 µM] | -1.0% | 6% | -2% | 4%
(24) COC(=O)c1sc(=S)n(-c2ccc(Cl)cc2)c1C
→ -24%[46.1 µM] | 5% | 31%[activator][38.3 µM] | 1.5% | -2% | -3% | 13%
(25) O=C(Nc1nnc(C2CC2)s1)c1ccncc1
→ -3%[46.1 µM] | 5% | -6%[38.3 µM] | -0.9% | 2% | 4% | 2%
(26) COc1ccccc1OCCCC(=O)NC(C)c1ccccc1 (centres undefined)
→ 3% | -14%[46 µM] | 4% | -0.1% | 4% | 1% | 12%
(27) Fc1ccc(Nc2nc3ccccc3s2)cc1
→ 20% | ? | 15% | 0.0% | 5% | 0% | 2%
(28) Oc1ccc(Nc2nc(N3CCCC3)c3ccccc3n2)cc1
→ -15%[46.1 µM] | ? | 24%[38.3 µM] | 0.0% | -17% | -1% | -1%
(29) CCOC(=O)c1[nH]ncc1CN1CCCC(C(=O)c2cccc3ccccc23)C1 (centres undefined)
→ 13% | ? | 1% | -0.3% | 9% | -1% | 6%
(30) CC(=O)Nc1ccc(S(=O)(=O)NC2(C(F)(F)F)NC(=O)N(CC(C)C)C2=O)cc1 (centres undefined)
→ 22% | · | -6% | -1.3% | -6% | · | 1%

Next records follow:
Value order – NPSR antag | LMNA splice mod | IMPase Li cell | Epigenetic reg | CBFb RUNX1 block | KinaseGlo FLuc | GLA spleen mod
(31) COc1cc(-c2nc3c[n+](CC(=O)c4ccccc4)ccc3n2C)cc(OC)c1OC
→ 17% | -6% | 3% | 0.0% | 4% | -4% | 0%
(32) COc1ccc(CN2CCN(C(=O)c3cccs3)CC2)c(OC)c1OC
→ -3%[46.1 µM] | 0% | -1%[38.3 µM] | -2.7% | -1% | -6% | 3%
(33) COC(=O)c1c(-c2ccccc2)csc1NC(=O)C1CC=CCC1C(=O)O (centres undefined)
→ -27% | ? | -5% | -0.2% | 15% | 3% | 10%
(34) CCOC(=O)NC(NCCc1ccccc1)(C(F)(F)F)C(F)(F)F
→ -14%[46.1 µM] | 4% | 28%[38.3 µM] | 3.8% | 4% | -3% | -3%

Three compounds out of the list, sorted by heavy-atom count, lowest first.
Value order – NPSR antag | LMNA splice mod | IMPase Li cell | Epigenetic reg | CBFb RUNX1 block | KinaseGlo FLuc | GLA spleen mod
(34) CCOC(=O)NC(NCCc1ccccc1)(C(F)(F)F)C(F)(F)F
→ -14%[46.1 µM] | 4% | 28%[38.3 µM] | 3.8% | 4% | -3% | -3%
(30) CC(=O)Nc1ccc(S(=O)(=O)NC2(C(F)(F)F)NC(=O)N(CC(C)C)C2=O)cc1 (centres undefined)
→ 22% | · | -6% | -1.3% | -6% | · | 1%
(31) COc1cc(-c2nc3c[n+](CC(=O)c4ccccc4)ccc3n2C)cc(OC)c1OC
→ 17% | -6% | 3% | 0.0% | 4% | -4% | 0%
